Source: PubChem (The Scripps Research Institute Molecular Screening Center)
OXTR ag = agonists of human oxytocin receptor; P30559; CHO-OTR cells, Fluo-8 calcium fluorescence; normalized: DMSO 0%, oxytocin 100%; activation, % at 3 µM; 320,000 compounds, 0.32% hits;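 active means activation above the mean of all tested compounds plus 3 SD, cutoff set per screening run, cut at about 20% in these data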;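 further: peak over basal fluorescence ratio from a 100 s FLIPR kinetic read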
GPR7 antag = human neuropeptides B/W receptor 1 antagonism | inhibition, % at 4.4 µM | 290,000 compounds, 1.1% hits | P48145 | GPR7-expressing cells, fluorescence antagonist assay; in the data active means inhibition above about 16%, passing the limit was not always enough;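 further: cells stimulated with the agonist NPW; 0% = agonist with vehicle and 100% = vehicle without agonist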
OXTR potentiator = potentiators of human oxytocin receptor; P30559; CHO-OTR cells, Fluo-8 calcium fluorescence, potentiator mode; 0% = oxytocin EC15, 100% = EC100; activation, % at 3 µM; 320,000 compounds, 0.061% hits; AID 2445;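 active means activation above that plate's cutoff, the mean activation of tested compounds plus 3 SD, cut at about 6.6% in these data, passing the limit was not always enough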;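 further: 100% uses oxytocin at 75 nM as the full agonist control; some results filed as inactive read as strong as hits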
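Dosing: Single dose, 3.0 µM nominal final compound concentration | Material: Human OTR in CHO cells | Technique: Kinetic Fluo-8 calcium fluorescence | Benchmarks: EC15 oxytocin alone as 0%, 75 nM oxytocin as 100% | Probe or stimulus: Oxytocin at about EC15, sub-maximal agonist stimulus | Incubation: Compound 6 min at room temperature before oxytocin, 100 s read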
CHO parental Ca = counter-screen for OX1R antagonists: effect in parental CHO cells. parental CHO-K1, ATP-induced calcium, Fluo-8 fluorescence. inhibition, % at 5.6 µM. 330,000 compounds, 0.63% hits. AID 463079;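 active means inhibition above that plate's mean sample inhibition plus 3 SD, cut at about 26% in these data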;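 further: 0% = ATP-challenged DMSO wells and 100% = DMSO wells without ATP; some compounds past the cut are filed as inactive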
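Measured by: calcium-sensitive Fluo-8 fluorescence / Test system: CHO parental line / Controls: ATP-challenged DMSO wells low, unchallenged DMSO wells high / Measure: % inhibition / Compound: single nominal dose of 5.6 µM per compound / Replicates: single well per compound, no replicates / Reagent: ATP as calcium-mobilizing challenge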
M1 ag parental = nonselective activator or artifact in parental CHO-K1 cells | Fluo-8 calcium fluorescence; scaled to maximal ATP response, vehicle zero | activation, % at 3 µM | 360,000 compounds, 0.48% hits; in the data active means activation above about 15%;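 further: untransfected CHO-K1 host cells lacking M1 receptor as counterscreen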
V1R ag counter = counter-screen for oxytocin receptor agonists: human V1a receptor agonists | P37288 | CHO-V1R cells, Fluo-8 calcium fluorescence, agonist mode; 0% DMSO, 100% 3 nM vasopressin | activation, % at 3 µM | 320,000 compounds, 0.25% hits;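 active means activation above the mean activation of all tested compounds plus 3 SD, per screening run, cut at about 20% in these data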;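 further: signal is peak over basal fluorescence ratio across a 100 second FLIPR read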
Target sequence (P37288 whole entry, looked up): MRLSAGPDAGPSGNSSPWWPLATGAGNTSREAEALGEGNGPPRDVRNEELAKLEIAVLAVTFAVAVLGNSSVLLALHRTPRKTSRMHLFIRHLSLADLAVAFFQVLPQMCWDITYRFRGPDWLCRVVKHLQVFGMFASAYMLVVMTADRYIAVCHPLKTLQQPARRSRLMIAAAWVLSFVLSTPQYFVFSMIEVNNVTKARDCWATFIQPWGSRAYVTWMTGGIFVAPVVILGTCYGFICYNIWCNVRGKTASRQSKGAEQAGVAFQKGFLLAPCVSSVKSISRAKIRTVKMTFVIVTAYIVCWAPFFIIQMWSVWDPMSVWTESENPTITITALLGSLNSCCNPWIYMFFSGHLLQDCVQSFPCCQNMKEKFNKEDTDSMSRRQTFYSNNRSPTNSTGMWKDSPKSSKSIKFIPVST
TAAR1 antagonist = antagonists of human TAAR1; Q96RJ0; CHO RD-HGA16 TAAR1, Fluo-8 calcium fluorescence, antagonist; inhibition, % at 3 µM; 360,000 compounds, 1.5% hits; AID 624466;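 active means inhibition above a per-plate cutoff, the mean inhibition of test compounds on that plate plus 3 SD, cut at about 49% in these data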;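 further: 0% = DMSO plus EC80 beta-PEA response and 100% = DMSO alone without agonist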
Target sequence (Q96RJ0 whole entry, looked up): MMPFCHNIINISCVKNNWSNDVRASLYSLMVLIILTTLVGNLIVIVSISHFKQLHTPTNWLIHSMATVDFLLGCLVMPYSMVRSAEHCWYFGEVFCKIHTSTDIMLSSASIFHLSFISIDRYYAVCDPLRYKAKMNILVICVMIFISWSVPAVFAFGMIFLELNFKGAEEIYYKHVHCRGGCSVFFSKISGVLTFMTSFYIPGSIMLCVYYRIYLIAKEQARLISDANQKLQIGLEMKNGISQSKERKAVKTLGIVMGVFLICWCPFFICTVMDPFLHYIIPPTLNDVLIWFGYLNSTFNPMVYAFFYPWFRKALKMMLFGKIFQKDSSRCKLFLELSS
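Test system – hTAAR1-expressing CHO RD-HGA16 cells, Gα16-coupled · Also added – β-PEA at EC80 concentration, post-compound challenge · Compound – 3 µM, single point · Incubation – dye loading 75 min at 37 °C, then 30 min room temperature · Measured by – Fluo-8 intracellular calcium dye fluorescence, real-time kinetic reads · Benchmarks – vehicle and agonist controls · Replicates – singlicate, one well per test compound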
CHO-K1 Ca PAM = nonselective activator or artifact in parental CHO-K1 calcium assay. ATP EC20, Fluo-8 calcium fluorescence; 0% at ATP EC20, 100% at ATP max. activation, % at 3 µM. 360,000 compounds, 0.02% hits. AID 602247;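 active means activation above the run cutoff, the mean activation of all test compounds plus 3 SD, cut at about 40% in these data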;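 further: peak over basal fluorescence ratio in a 140 s read after ATP addition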
CHO-K1 Ca antag = nonselective inhibitor or artifact in parental CHO-K1 cells; ATP-induced calcium, Fluo-8 fluorescence; inhibition, % at 3 µM; 360,000 compounds, 0.6% hits;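 active means inhibition above a per-plate cutoff, the plate's mean sample inhibition plus 3 SD, cut at about 24% in these data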;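 further: 0% = DMSO plus EC80 ATP and 100% = DMSO alone without ATP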
* marks the source's active call; other numbers are inactive results; nt = not tested or not shown.

SMILES	OXTR ag	GPR7 antag	OXTR potentiator	CHO parental Ca	M1 ag parental	V1R ag counter	TAAR1 antagonist	CHO-K1 Ca PAM	CHO-K1 Ca antag
CCC(CO)Oc1cc(NC(=O)c2ccc([N+](=O)[O-])cc2)c2ncn(C(C)C)c2c1 (stereo not drawn)	0.4	nt	3.0	-8.1	-0.1	0.1	13.6	-10.0	-2.0
CCCCN(CC)CCNC(=O)CCNC(=O)Cn1ccc2ccccc2c1=O	0.0	-3.6	-4.8	-13.4	0.4	0.4	-5.6	-2.8	-8.1
CCN1CCN(c2cc3nc(C)n(Cc4ccccc4)c(=O)c3cc2NC(=O)c2ccccc2F)CC1	0.1	-5.8	-12.3	-10.4	1.3	0.8	11.8	-8.7	12.7
O=C(O)c1ccc2c(c1)NC(=O)C(N1CCCC1)S2 (stereo not drawn)	0.2	11.3	-4.3	-0.6	0.7	0.7	13.4	15.5	-9.4
CN1CCN(c2ccc([N+](=O)[O-])cc2NC(=O)c2ccccc2Cl)CC1	0.9	4.6	-6.1	-12.1	-0.1	0.2	nt	-0.6	0.8
COc1cccc(C(=O)NCC2CCN(c3ccc(S(=O)(=O)N4CCOCC4)cc3)CC2)c1	4.6	6.2	-6.6	3.8	2.6	4.4	-13.4	9.8	-5.4
COc1ccc(N=Nc2c(-c3ccc(OC)cc3)[nH]oc2=O)cc1	-0.3	-15.9	-4.9	-16.6	1.1	-0.5	-7.2	18.6	-6.0
CCOC(=O)CCC(=O)N(CCN(C(=O)CCC(=O)OCC)c1ccccc1)c1ccccc1	-0.8	-7.7	-5.8	-10.7	0.5	-0.7	-4.2	5.7	-0.5
CCc1nc(SCC#N)c(C#N)cc1C	-1.4	-3.7	-3.5	8.4	nt	-1.4	nt	nt	nt
Cc1ccc(Nc2cc(-n3nc(C)cc3C)ncn2)c(C)c1	-1.5	-1.8	-0.5	-21.8	0.5	0.1	-2.4	25.7	-16.1
COc1ccc(S(=O)(=O)N2CCN(Cc3cccc(Cl)c3)CC2)cc1	-2.6	14.3	-9.8	-21.4	0.4	-1.1	15.0	18.2	-11.3
Fc1ccccc1OCCn1c(=S)[nH]c2ccccc21	-1.9	-18.9	-0.8	-10.2	-0.1	0.2	-3.5	15.1	-11.0
O=C(NCc1ccc2c(c1)OCO2)C1(S(=O)(=O)c2ccccc2)CC1	-1.2	3.7	-9.5	-3.2	0.4	-0.4	-8.2	16.4	-11.3
CN1C(=O)[C@H]2[C@@H](c3ccc(F)cc3)N3C(=O)c4ccccc4NC(=O)[C@@]3(C)[C@H]2C1=O	1.0	-1.1	4.7	-9.4	0.2	1.0	nt	14.7	-11.7
Cc1cc(C)c(OCCCCN2CCNCC2)c(C)c1	3.1	-13.4	3.4	-8.8	1.1	0.7	-3.3	25.2	-9.1
CNC(=O)C(=O)NCC1OCCN1S(=O)(=O)c1ccc([N+](=O)[O-])cc1 (stereo not drawn)	-0.9	0.0	-6.7	-6.5	-0.4	0.6	-13.6	8.5	-3.7
C[C@]1(CC/C(=C/CO)CO)[C@H](CO)CC[C@@]23COC(=O)C2=CCC[C@@H]31	0.8	nt	-0.3	-11.3	0.0	0.0	-4.4	0.6	16.2
Nc1nnc(Sc2ncccc2[N+](=O)[O-])s1	0.1	-0.5	-2.8	-9.6	0.6	-0.7	-28.5	7.8	-4.7
C(CCCN1CCCCC1)CCN1CCCCC1	0.8	nt	-2.4	-0.5	1.3	0.3	-9.8	16.7	-15.3
CCN(CC)S(=O)(=O)c1ccc(OC)c(NC(=O)C(C)Oc2ccc3c(C)cc(=O)oc3c2)c1 (stereo not drawn)	-1.9	-1.2	3.1	-14.5	0.2	1.6	102.7*	-13.5	8.3

Next part, overlapping the part above by five compounds.
SMILES	OXTR ag	GPR7 antag	OXTR potentiator	CHO parental Ca	M1 ag parental	V1R ag counter	TAAR1 antagonist	CHO-K1 Ca PAM	CHO-K1 Ca antag
CNC(=O)C(=O)NCC1OCCN1S(=O)(=O)c1ccc([N+](=O)[O-])cc1 (stereo not drawn)	-0.9	0.0	-6.7	-6.5	-0.4	0.6	-13.6	8.5	-3.7
C[C@]1(CC/C(=C/CO)CO)[C@H](CO)CC[C@@]23COC(=O)C2=CCC[C@@H]31	0.8	nt	-0.3	-11.3	0.0	0.0	-4.4	0.6	16.2
Nc1nnc(Sc2ncccc2[N+](=O)[O-])s1	0.1	-0.5	-2.8	-9.6	0.6	-0.7	-28.5	7.8	-4.7
C(CCCN1CCCCC1)CCN1CCCCC1	0.8	nt	-2.4	-0.5	1.3	0.3	-9.8	16.7	-15.3
CCN(CC)S(=O)(=O)c1ccc(OC)c(NC(=O)C(C)Oc2ccc3c(C)cc(=O)oc3c2)c1 (stereo not drawn)	-1.9	-1.2	3.1	-14.5	0.2	1.6	102.7*	-13.5	8.3
COc1ccc2[nH]cc(CCN3C(=O)CCC3=O)c2c1	1.5	3.9	-4.4	-8.4	0.7	0.2	-2.3	18.4	-5.1
O=C(CN1C(=O)CCOc2ccccc21)Nc1ccc(Cl)c(S(=O)(=O)N2CCOCC2)c1	0.1	nt	2.7	-16.2	0.5	1.1	8.4	7.6	-11.2
CC(=O)Nc1ccc(S(=O)(=O)NC2CCCCCC2)cc1	5.0	-0.5	-6.9	-2.7	3.5	4.0	-10.8	-7.6	12.9
O=C(CSc1nnc(SCc2ccc(Cl)cc2)s1)N/N=C/c1ccccc1Cl	-0.7	0.9	-8.4	-33.8	0.2	0.9	23.9	16.1	-3.5
COc1ccc([C@H]2C(C(=O)O)=C[C@@H](C(C)(C)C)N2S(=O)(=O)c2ccc(C)cc2)cc1OC	1.1	nt	2.0	-9.5	-0.1	0.4	-5.1	-7.5	9.1
COc1ccc(NC(=S)NC2CC3CCCC(C2)N3C2CC2)cc1 (stereo not drawn)	0.7	-9.4	-9.7	-11.5	0.5	-0.3	-2.1	10.3	-18.5
CC1CC(C)CN(C(=O)c2cn(C)c3ccc(S(=O)(=O)N(C)C)cc3c2=O)C1 (stereo not drawn)	1.4	-2.5	-1.6	-5.2	-0.2	0.7	15.0	16.1	-12.3
COc1ccc(Cc2nnc(NC(C)=O)s2)cc1	-0.3	-6.4	0.5	-7.3	-0.2	0.2	5.2	1.9	10.4
CCCCCn1c(=O)[nH]c2cc(C(=O)NCCN3C(C)CCCC3C)ccc2c1=O (stereo not drawn)	0.8	3.0	-6.8	-13.3	0.3	2.2	-9.3	5.0	-8.7
CCC1CCCCN1S(=O)(=O)c1ccc(-n2cnnn2)c(C)c1 (stereo not drawn)	1.8	-7.4	-5.0	-5.6	2.5	1.0	-3.4	-6.6	-0.7
CCN(CC)c1ccc(NC(=O)Nc2ccccc2C(F)(F)F)cc1	-0.1	-6.3	-4.5	-3.6	0.0	0.7	1.7	3.0	0.1
COc1ccccc1C(=O)N1CCN(S(=O)(=O)Cc2ccccc2)CC1	2.2	-13.3	-15.1	-2.5	0.8	0.7	-4.9	12.5	-5.6
CCCN(CC1CC1)C(=S)Nc1ccccc1F	-0.4	-7.1	-4.5	-0.5	0.5	0.0	-11.4	10.0	-18.0
CCN1C=C(C(=O)OC)C(c2cccc(OC)c2OC)C(C(=O)OC)=C1	0.6	-7.4	6.5	4.0	0.8	0.1	-14.1	27.6	-15.3
CCCc1nc2c3ccccc3ccn2c1CC1CCCCC1	nt	nt	nt	nt	0.2	nt	-34.9	6.1	-20.5
Cc1cccc(C(CC(=O)O)n2cccc2)c1 (stereo not drawn)	-0.3	-5.6	-4.2	-1.0	0.9	0.8	-1.9	21.0	-10.6
COc1ccc(S(=O)(=O)N2CCCCC2)cc1C(=O)N1CCCC1	nt	-2.7	nt	nt	1.1	nt	-32.7	16.4	1.7
CC(=O)c1cccc(NC(=O)CSc2nnc(C(C)N(C)C)n2-c2ccc(F)cc2)c1 (stereo not drawn)	0.5	34.6*	-0.1	-15.5	0.2	3.1	4.2	-4.4	-11.0
CCOC(=O)c1cccc(NC(=O)C2CCCN2S(=O)(=O)c2cccc3cccnc23)c1 (stereo not drawn)	-0.3	-1.8	-1.1	-10.0	1.4	0.7	-19.6	-6.9	-1.8
CCOC(=O)c1cc2ccc(OC)c(OC)c2c(=O)s1	-0.5	-4.4	-1.7	-6.3	0.6	-0.3	6.2	3.3	5.4

In the list so far, these have a nitro group on carbon:
SMILES	OXTR ag	GPR7 antag	OXTR potentiator	CHO parental Ca	M1 ag parental	V1R ag counter	TAAR1 antagonist	CHO-K1 Ca PAM	CHO-K1 Ca antag
CCC(CO)Oc1cc(NC(=O)c2ccc([N+](=O)[O-])cc2)c2ncn(C(C)C)c2c1 (stereo not drawn)	0.4	nt	3.0	-8.1	-0.1	0.1	13.6	-10.0	-2.0
CN1CCN(c2ccc([N+](=O)[O-])cc2NC(=O)c2ccccc2Cl)CC1	0.9	4.6	-6.1	-12.1	-0.1	0.2	nt	-0.6	0.8
CNC(=O)C(=O)NCC1OCCN1S(=O)(=O)c1ccc([N+](=O)[O-])cc1 (stereo not drawn)	-0.9	0.0	-6.7	-6.5	-0.4	0.6	-13.6	8.5	-3.7
Nc1nnc(Sc2ncccc2[N+](=O)[O-])s1	0.1	-0.5	-2.8	-9.6	0.6	-0.7	-28.5	7.8	-4.7

Following part:
SMILES	OXTR ag	GPR7 antag	OXTR potentiator	CHO parental Ca	M1 ag parental	V1R ag counter	TAAR1 antagonist	CHO-K1 Ca PAM	CHO-K1 Ca antag
CCOc1ncccc1C(=O)NC(C)CCc1ccccc1 (stereo not drawn)	nt	-11.9	nt	nt	18.6*	nt	-9.7	14.0	-6.9
COc1ccccc1C1NC(=O)c2ccccc2O1 (stereo not drawn)	-0.5	-8.1	-9.5	2.3	-0.4	1.2	5.0	2.2	-7.2
CCCCCc1c(-c2cccc(Br)c2)ncn1CCc1ccccc1OC	nt	nt	nt	nt	5.8	nt	43.2	18.8	-8.9
Cc1nc(-c2ccc(Cl)cc2)sc1C(=O)CBr	-0.5	-8.6	-6.4	16.1	0.1	0.3	2.2	-7.8	-1.2
CCOC(=O)/C=C/[C@H]1CC(c2ccccc2)(c2ccccc2)CO1	-1.7	nt	-1.0	-29.8	-0.3	-1.1	8.1	10.8	-11.8
